High-throughput results: PubChem, National Center for Advancing Translational Sciences (NCATS)
CHX counter: affects cycloheximide protein synthesis inhibition readout, counter-screen; cell reporter, cycloheximide protein synthesis inhibition counterscreen; hit rate 12% among 300,000; max response, %; in the data active means max response mostly above about 13%, no sharp cut-off; inactive means mostly below about 14%; further: read at 38.3 µM for the half of the compounds with a filed dose; 0% is about no effect
HCV inhibitor: HCV inhibition; Huh7.5.1 HCVcc-Cre infection, luciferase reporter, 44 h; Potency, µM (titrated, usually from 41.8 µM), without a hit: top-dose activity change, negative = inhibition, hits mostly inhibitors; hit rate 3.4% among 340,000; further: potency means the concentration at half of the fitted maximal effect; on the % scale 0 is the no-effect control and ±100 the full control effect
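Luciferase read-out (15 sec integration) after a 15 min room-temperature substrate step quantifies HCVcc-Cre infection. Cells, 1,000 per well, had compound added 4 h post-plating, then virus at ~0.5 moi, and were cultured 44 h.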
Pf growth 96h: P. falciparum growth inhibition at 96 hours. P. falciparum luciferase reporter growth, 96 h. Potency, µM (titrated, usually from 28.7 µM), for the others: at the top dose activity change, negative = inhibition, usual class: inhibitors. hit rate 6.9% among 320,000; further: potency means the concentration at half of the fitted maximal effect; on the % scale 0 is the no-effect control and ±100 the full control effect
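Infected RBCs, 2% Hct / 0.05% parasitemia final; luciferase-reporter P. falciparum; cpd 96 h, 37 C, 5% CO2; luciferase detection reagent; luminescence.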
Shiga inhibitor: blocks Shiga toxin action in Vero cells | hit rate 9.2% among 290,000 | AID 2315 | Vero cells, Shiga toxin protein synthesis inhibition reporter | inhibition, % at 38.7 µM; in the data active means inhibition mostly above about 28%, no sharp cut-off; inactive means mostly below about 43%; further: 0% is about no effect
TbPYK inhibitor: inhibitors of Trypanosoma brucei pyruvate kinase. TbPYK enzyme, Kinase-Glo Plus ATP luminescence, 45 min. Potency, µM (doses to about 76.8 µM), for the others: top-dose activity, negative = inhibition, usual class: inhibitors. hit rate 0.12% among 410,000. AID 624173; further: potency means the concentration at half of the fitted maximal effect; on the % scale 0 is the no-effect control and ±100 the full control effect; nearly all actives have a fitted effect of over 50% in size
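Enzyme and substrate buffer are dispensed first and compound is pin-transferred. ADP at 130 uM final then starts the reaction, which runs 45 min at room temperature. Detection reagent is added for 10 min before luminescence is imaged.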
Pf growth 48h: inhibits P. falciparum growth in the first generation, 48 h; hit rate 5.9% among 310,000; P. falciparum luciferase growth in erythrocytes, 48 h; Potency, µM (highest dose often 28.7 µM), for inactives: top-dose activity change, negative = inhibition, actives largely listed as inhibitors; further: potency means the concentration at half of the fitted maximal effect; on the % scale 0 is the no-effect control and ±100 the full control effect
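Erythrocytes infected with P. falciparum carrying an integrated firefly luciferase reporter (2% hematocrit, 0.1% parasitemia final) were exposed to compounds in RPMI 1640 with 0.5% Albumax at 37 C, 5% CO2. Growth inhibition was scored as reduced luminescence.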
LmPK inh: inhibitors of Leishmania mexicana pyruvate kinase; Potency, µM (top dose mostly 57.5 µM), inactives show at the top dose activity change, negative = inhibition, usual class: inhibitors; hit rate 0.37% among 290,000; purified LmPK, Kinase-Glo ATP luminescence, 1 h; AID 1721; further: potency means the concentration at half of the fitted maximal effect; on the % scale 0 is the no-effect control and ±100 the full control effect
Target sequence (Q27686 whole entry, looked up): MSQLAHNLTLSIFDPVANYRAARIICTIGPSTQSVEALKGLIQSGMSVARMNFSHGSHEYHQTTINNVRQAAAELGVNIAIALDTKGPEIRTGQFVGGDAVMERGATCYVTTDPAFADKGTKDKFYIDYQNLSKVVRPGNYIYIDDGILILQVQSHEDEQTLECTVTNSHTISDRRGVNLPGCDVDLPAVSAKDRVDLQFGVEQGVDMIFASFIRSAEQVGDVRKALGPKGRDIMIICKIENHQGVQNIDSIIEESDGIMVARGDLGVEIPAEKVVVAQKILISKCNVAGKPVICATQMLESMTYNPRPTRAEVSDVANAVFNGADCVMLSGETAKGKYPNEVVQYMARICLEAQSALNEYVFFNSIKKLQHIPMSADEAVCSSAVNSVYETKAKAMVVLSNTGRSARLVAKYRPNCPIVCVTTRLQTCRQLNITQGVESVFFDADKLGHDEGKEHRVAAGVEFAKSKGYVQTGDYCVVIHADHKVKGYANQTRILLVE
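Pyruvate kinase activity monitored as ATP production (luciferase luminescence). Conditions: 0.1 nM enzyme, 0.5 mM PEP, 0.1 mM ADP, 1 h, RT; normalized against uninhibited and no-enzyme wells.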
Starred values were filed as active, the others as inactive; ? = inconclusive; . = no result given; & = joins results of further samples; [ ] = remark or other dose. Unless noted, the call rests on the fitted dose curve; in most records, active means well fitted curve in the direction sought with a large enough effect; inconclusive means small, poorly fitted or top-dose-only effect, or another doubt; inactive means no such curve, though single readings can be large; an effect the other way counts as inactive or inconclusive.

SMILES	CHX counter	HCV inhibitor	Pf growth 96h	Shiga inhibitor	TbPYK inhibitor	Pf growth 48h	LmPK inh
C=CCNC(=O)CSc1n[nH]c(-c2cc(Cl)ccc2OC)n1	-3	?	-2%	-10	0%	-15%	2%
Cc1c(Cl)cccc1NC(=S)N1CCC(C(N)=O)(N2CCCCC2)CC1	-2	6%	?	-10	0%	-3%	-1%
C=CCn1c(COc2cccc3ccc(C)nc23)nnc1SCC(=O)O	-2	26%	25%	11	0%	-4%	-6%
COc1cc(Br)c(CCNC(=O)Cc2ccccc2)cc1OC	-2	-6%	?	-3	11%	?	0%
O=C(CSC(=S)N1CCOCC1)c1cc2ccccc2oc1=O	8	-4%	?	20	0%	?	4%
Cc1cc(O)cc2c1C(=O)/C(=C/c1ccco1)O2	51*	13%	105%[activator]	66*	-15%	32%[activator]	0%
CSCCC1NC2(C(=O)Nc3c(C)cc(Cl)cc32)[C@@H]2C(=O)N(C3CCCC3)C(=O)[C@H]12 (some centres not stated)	-5	?	?	-1	-5%	?	2%
O=C(CN1C(=O)CC(c2ccco2)Sc2ccccc21)NCc1ccc2c(c1)OCO2 (configuration not stated)	5	-32%	?	9	2%	?	2%
CCCc1cc(=O)[nH]c(NCCc2ccccc2)n1	-3	-5%	13µM*	3	-3%	?	-6%
O=C(CCn1c(=O)c2sccc2n(CC(=O)OCc2ccccc2)c1=O)NCc1ccccc1	-3	6%	.	-6	2%	16%	0%
Cc1ccc(C(=O)CC2C(=O)N(c3ccccc3)C(=S)N2c2ccccc2)cc1 (configuration not stated)	5	-15%	3%	-35	-7%	?	0%
O=C(CN1CCN(Cc2ccccc2)C1=O)NCc1ccc(Cl)cc1	-2	5%	?	-20	0%	.	2%
CCCN1C(=O)c2cc(C(=O)NCCc3cccc(C)c3)ccc2C1O (configuration not stated)	10	-12%	?	19	2%	.	3%
Cc1cc(NC(=O)c2ccoc2C)no1	11*	-3%	25%	25	-19%	50%[activator]	18µM*
CC1CCN(c2nc3nonc3nc2Nc2ccc(F)cc2)CC1	-4	11µM*	13%	-12	-7%	?	-2%

Some values from the list.
O=C(CN1C(=O)CC(c2ccco2)Sc2ccccc21)NCc1ccc2c(c1)OCO2 (configuration not stated) in HCV inhibitor is entered as -32%
C=CCNC(=O)CSc1n[nH]c(-c2cc(Cl)ccc2OC)n1 in Shiga inhibitor is entered as -10
O=C(CN1CCN(Cc2ccccc2)C1=O)NCc1ccc(Cl)cc1 in HCV inhibitor is entered as 5%
CC1CCN(c2nc3nonc3nc2Nc2ccc(F)cc2)CC1 in TbPYK inhibitor is entered as -7%

Further entries
SMILES	CHX counter	HCV inhibitor	Pf growth 96h	Shiga inhibitor	TbPYK inhibitor	Pf growth 48h	LmPK inh
N#CCc1nn(-c2ccc(F)cc2)c(N)c1C#N	-1	5%	16%	-3	-5%	16%	1%
COc1ccc(F)c(CN2CCC(n3nccc3NC(=O)C3CCOC3)CC2)c1 (configuration not stated)	-2	1%	?	5	-1%	31%[activator]	3%
C[C@H](NC(=O)N1CCC(Cc2ccccc2)CC1)C(=O)O	-7	5%	-4%	-2	3%	6%	1%
CCc1ccccc1NC(=O)CSc1nnc(-c2cc(C)[nH]n2)n1N	2	6%	?	-4	2%	-13%	4%
Cc1cccc(Nc2nnc(SCC(=O)NCc3cccs3)s2)c1C	12	-2%	6.6µM*	42*	10%	-25%	7%
Cc1ccc(NC(=O)CN2C(=O)NC3(CCCc4ccccc43)C2=O)c([N+](=O)[O-])c1 (configuration not stated)	-1	-13%	1%	-14	-12%	-15%	-9%
CC(OC(=O)CCN1C(=O)c2cccc([N+](=O)[O-])c2C1=O)C(=O)Nc1cc(Cl)cc(Cl)c1 (configuration not stated)	-1	5%	5%	-11	-4%	-4%	0%
CCOC(=O)C1(CCc2ccccc2)CCN(C(=O)c2ccoc2)CC1	-2	6%	?	-7	1%	0%	3%
COc1ccc(C(=O)CCC(=O)N2CCN(c3ccc([N+](=O)[O-])cc3)CC2)cc1	-4	0%	?	-5	-3%	4%	4%
O=C(NNc1nccc(C(F)(F)F)n1)Nc1cccc(Cl)c1	-2	11%	0%	-2	-1%	3%	6%
Cn1nc(CC(=O)Nc2cccc3ncccc23)c2ccccc2c1=O	-5	?	.	-5	-10%	6%	-1%
COc1cc(OC)cc(C(=O)NCCCN2CCOCC2)c1	-2	19%	?	-3	-5%	13%	1%
Nc1nc2c(C(=O)N3CCOCC3)nnn2c2ccccc12	21*	7%	267%[activator]	60*	-5%	236%[activator]	0%
COc1ccnc(NCc2cccc(C(F)(F)F)c2)c1C#N	1	2%	39%[activator]	-14	-1%	18%	-3%
CCOc1ccc(NC(=O)CCNC(=O)Cn2ccc3ccccc3c2=O)cc1	-5	-6%	?	1	2%	-18%	0%
O=C(CSc1nnc(Cc2ccccc2)o1)NCCN1C(=O)CSC1=O	-1	6%	?	-25	11%	3%	2%
COc1ccc(OC)c(/C=N/NC(=O)c2ccc[n+](CC(=O)c3ccccc3)c2)c1	.	-14%	14%	.	3%	4%	.
CC(=O)c1cccc(N(CC(=O)Nc2ccc(F)cc2F)S(C)(=O)=O)c1	30*	0%	17%	51*	-13%	30%	-3%
O=C(NC(=S)NN1CCCCC1c1cccnc1)c1ccc(Br)cc1 (configuration not stated)	11	-23%	?	27	-13%	0%	-4%
COc1ccccc1CCNC(=O)CCNS(=O)(=O)c1ccc(NC(C)=O)cc1	.	-38%	?	.	0%	-22%	.
CCN(CCn1cccn1)C(=O)c1ccc(OC2CCN(C(=O)COC)CC2)cc1	21*	-10%	?	33	1%	3%	0%
O=C(CCC(=O)Nc1ccc(Cl)cc1Cl)N/N=C/c1ccc([N+](=O)[O-])o1	2	?	?	38*	-4%	?	5%
Cn1ccnc1C(=O)c1cc(SCC(=O)N2CCOCC2)nc2ccccc12	-1	10%	54%[activator]	-22	3%	27%	7%
CCC(C)(C)C1CCc2[nH]nc(C(=O)NCCCNC(=O)OC(C)(C)C)c2C1 (configuration not stated)	.	17%	-10%	.	1%	9.3µM*	.
CCCNC(=O)c1c(CSc2ccccc2)noc1C(=O)NCc1ccccc1	2	?	15µM*	-1	6%	?	7%
CC(=O)c1cccc(OCc2cc(C(=O)N(C)Cc3ccc(C)o3)no2)c1	22*	-17%	3%	79*	?	5%	5%
Cc1cc(C)n(-c2ccc(NC(=O)C3CCCCN3C(=O)c3ccoc3C)cc2)n1 (configuration not stated)	12	22%	13%	-3	3%	-14%	-5%
Nc1cc(=O)nc(SCC(=O)N2CCN(c3ccccc3)CC2)n1-c1ccc(F)cc1	-3	?	-18%	-8	11%	?	0%
COCCNC(=O)C1CCCN(S(=O)(=O)c2cccc3nsnc23)C1 (configuration not stated)	10	1%	?	13	2%	-1%	11%
CC(=O)c1cccc(NC(=O)CCNS(=O)(=O)c2cccc(C(C)=O)c2)c1	-3	6%	?	19	-5%	5%	3%

No new results follow: an excerpt of the list.
SMILES	CHX counter	HCV inhibitor	Pf growth 96h	Shiga inhibitor	TbPYK inhibitor	Pf growth 48h	LmPK inh
Cc1cc(C)n(-c2ccc(NC(=O)C3CCCCN3C(=O)c3ccoc3C)cc2)n1 (configuration not stated)	12	22%	13%	-3	3%	-14%	-5%
Nc1cc(=O)nc(SCC(=O)N2CCN(c3ccccc3)CC2)n1-c1ccc(F)cc1	-3	?	-18%	-8	11%	?	0%
COCCNC(=O)C1CCCN(S(=O)(=O)c2cccc3nsnc23)C1 (configuration not stated)	10	1%	?	13	2%	-1%	11%
CC(=O)c1cccc(NC(=O)CCNS(=O)(=O)c2cccc(C(C)=O)c2)c1	-3	6%	?	19	-5%	5%	3%

Limited to Pf growth 96h, HCV inhibitor and Pf growth 48h, for some of the entries so far:
| SMILES | Pf growth 96h | HCV inhibitor | Pf growth 48h |
| --- | --- | --- | --- |
| O=C(CN1C(=O)CC(c2ccco2)Sc2ccccc21)NCc1ccc2c(c1)OCO2 (configuration not stated) | ? | -32% | ? |
| CCOc1ccc(NC(=O)CCNC(=O)Cn2ccc3ccccc3c2=O)cc1 | ? | -6% | -18% |

(list continues)
SMILES	CHX counter	HCV inhibitor	Pf growth 96h	Shiga inhibitor	TbPYK inhibitor	Pf growth 48h	LmPK inh
CCOC(=O)/C=C1\SCC(=O)N1CC(=O)NCCOC	-2	-7%	5%	-7	0%	-10%	1%
Oc1ccccc1C=Nc1cccc2ccccc12	-3	-14%	?	1	0%	26%	-7%
COc1cccc(C(=O)N(Cc2cc3cc(C)ccc3[nH]c2=O)C(C)C)c1	-3	?	3.7µM*	8	4%	7.4µM*	3%
O=C(Oc1cccc2ccccc12)c1ccncc1	6	-10%	4%	8	-2%	15%	-8%
c1ccc2c(SCc3cn4cccnc4n3)ncnc2c1	8	2%	?	13	3%	?	-4%
COC(=O)[C@H](CC(C)C)NC(=O)N1CCN(c2cccc(C(F)(F)F)c2)CC1	9	0%	.	-14	6%	?	1%
Cc1cc(C)c(NC(=O)Cn2nnc(C(=O)Nc3ccc(F)cc3F)c2N)c(C)c1	-6	5%	2.6µM*	-6	-3%&2%	23%	7%
COc1ccc(S(=O)(=O)NCC2CCCN(Cc3ccccc3C)C2)cc1 (configuration not stated)	-2	-1%	-1%	-5	1%	13%	10%
CCOC(=O)Cc1csc(SCC(=O)NC2CCCC2)n1	.	1%	64%[activator]	.	0%	0%	.
CC(C)(C)NC(=O)CN1C(=O)NC(c2ccccc2)(c2ccccc2)C1=O	5	-8%	3%	-7	4%	?	2%
O=C(COC(=O)C1CC2CCCC(C1)C2=O)c1cccc(Br)c1 (configuration not stated)	.	21%	-29%	.	-3%	?	.
COc1ccc(OC)c2c(=O)cc(C(=O)O)[nH]c12	-2	8%	-9%	-10	-7%	10%	0%
CCOC(=O)c1c(C)oc2ccc(OC(=O)c3cccs3)cc12	-4	?	5%	-8	3%	21%	0%
CC(=O)c1ccc2c(c1)Nc1ccccc1S2	11	?	.	24	4%	-6%	-13%
O=C(Nc1ccccc1F)NC1CCCc2ccccc21 (configuration not stated)	12	13%	?	34*	0%	?	6%
CCCCCCCN=C(C)c1ccccc1O	-4	16%	22%	-12	-5%	41%[activator]	-1%
CCn1nc(NC(=O)Cc2ccc(OC)cc2)c2cc3cc(C)ccc3nc21	9	?	38%[activator]	14	0%	61%[activator]	3%
COc1ccc2c(c1)c(C(=O)N/N=C/c1ccccc1Cl)c(C)n2C	10	-25%	?	27	-2%	?	-2%

In the list so far, three have bromine.
SMILES	CHX counter	HCV inhibitor	Pf growth 96h	Shiga inhibitor	TbPYK inhibitor	Pf growth 48h	LmPK inh
COc1cc(Br)c(CCNC(=O)Cc2ccccc2)cc1OC	-2	-6%	?	-3	11%	?	0%
O=C(NC(=S)NN1CCCCC1c1cccnc1)c1ccc(Br)cc1 (configuration not stated)	11	-23%	?	27	-13%	0%	-4%
O=C(COC(=O)C1CC2CCCC(C1)C2=O)c1cccc(Br)c1 (configuration not stated)	.	21%	-29%	.	-3%	?	.
